# Kir21 inh: blocks the mouse Kir2.1 inward-rectifier potassium channel | P35561 | HEK293-Kir2.1, FluxOR thallium flux fluorescence; hits give low values | B-score at 10 µM | hit rate 0.85% among 310,000;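 active = fluorescence ratio B-score at or below minus 3 SD of library scores, with starting-brightness B-score within 2 SD, cut at about -4.2 in these data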;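 also: channel flux triggered by added potassium and thallium sulfate stimulus; B-score of peak minus minimum fluorescence over baseline after thallium stimulus; more negative B-score means stronger Kir2.1 block with less thallium influx; some compounds called inactive have numbers as strong as hits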
# Target sequence (P35561 whole entry, looked up): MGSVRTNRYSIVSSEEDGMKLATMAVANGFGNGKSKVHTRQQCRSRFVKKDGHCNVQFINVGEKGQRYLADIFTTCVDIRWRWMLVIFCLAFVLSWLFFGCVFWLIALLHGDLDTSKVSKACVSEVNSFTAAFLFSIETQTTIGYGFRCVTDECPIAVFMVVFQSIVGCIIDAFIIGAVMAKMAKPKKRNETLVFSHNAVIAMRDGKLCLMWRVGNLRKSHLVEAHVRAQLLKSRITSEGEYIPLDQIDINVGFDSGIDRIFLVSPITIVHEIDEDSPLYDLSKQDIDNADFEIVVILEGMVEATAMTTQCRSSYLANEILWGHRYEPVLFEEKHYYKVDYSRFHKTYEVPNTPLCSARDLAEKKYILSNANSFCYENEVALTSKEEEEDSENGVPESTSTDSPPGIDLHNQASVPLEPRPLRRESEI
# KCNQ2 inh: KCNQ2 channel blockers in CHO-K1 cells – cell-based, FluxOR thallium flux, B-score, primary screen (AID 2156) | O88943 | 20 min; hits give low values | B-score at 10 µM | hit rate 1.1% among 310,000;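 active = fluorescence ratio B-score at most minus 3 library SDs, with starting brightness B-score within 2 library SDs, cut at about -5.5 in these data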
# CHT inh: inhibits the human high affinity choline transporter; CHT-expressing cells, membrane potential dye, choline response; hits give low values; B-score at 10 µM; hit rate 0.86% among 310,000; AID 488975;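 active = B-score over 3 SD under the library average, and starting fluorescence ratio not unusually high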;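 also: choline stimulus applied at its EC90 after an EC20 pre-addition; B-score computed on integrated fluorescence ratio after choline addition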
# Target sequence (Q9GZV3 whole entry, looked up): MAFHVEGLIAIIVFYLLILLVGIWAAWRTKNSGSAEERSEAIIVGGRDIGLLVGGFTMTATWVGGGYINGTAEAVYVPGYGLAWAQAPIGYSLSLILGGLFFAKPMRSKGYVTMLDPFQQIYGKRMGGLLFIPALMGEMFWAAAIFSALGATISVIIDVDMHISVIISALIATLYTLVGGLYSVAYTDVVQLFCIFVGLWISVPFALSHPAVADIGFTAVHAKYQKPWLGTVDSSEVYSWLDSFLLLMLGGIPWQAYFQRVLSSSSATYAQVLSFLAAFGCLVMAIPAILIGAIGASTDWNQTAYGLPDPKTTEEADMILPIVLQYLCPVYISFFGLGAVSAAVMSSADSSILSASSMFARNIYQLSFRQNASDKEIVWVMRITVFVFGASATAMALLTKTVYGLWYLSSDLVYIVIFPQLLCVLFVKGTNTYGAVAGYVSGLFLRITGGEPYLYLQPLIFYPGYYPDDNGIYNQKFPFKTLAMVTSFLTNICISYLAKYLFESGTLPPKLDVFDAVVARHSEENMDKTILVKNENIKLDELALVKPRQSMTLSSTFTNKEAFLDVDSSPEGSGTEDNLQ
# An asterisk follows results filed as active; i = inactive; x = no result given.
# Below each compound: Kir21 inh	KCNQ2 inh	CHT inh
> COC(=O)CCN1CCc2cc(N=Nc3ccc([N+](=O)[O-])cc3)ccc21
    0.77	i	i
> CN(c1ccc(C(=O)NCCSCc2ccco2)cc1)S(C)(=O)=O
    0.46	i	i
> COc1cc2nc(NC(=O)c3ccc(F)cc3Cl)sc(=O)c2cc1OC
    -0.01	i	i
> COc1ccc(C(=O)CSc2nccn2C)cc1
    0.89	i	i
> NNC(=O)c1ccc2nc(-c3ccc(Br)cc3)cn2c1
    -0.65	i	i
> O=S(=O)(Nc1nc2ccccc2s1)c1ccc(Br)s1
    2	i	-7.1*
> Cc1ccc2cc(S(=O)(=O)NCCC(=O)O)ccc2c1
    -0.07	i	i
> CC(=O)c1c(C)cc(C)c(CSc2nc(C)cc(=O)[nH]2)c1C
    0.85	i	i
> CCN1C(=O)[C@@H]2[C@@H](c3ccc(-c4ccc(F)cc4)cc3)N3CCCC[C@@]3(C(=O)OC)[C@@H]2C1=O
    0.84	i	i
> COc1ccc(N=C2CCCN2CC(N)=O)cc1
    -1.2	i	i
> O=C1C=C(c2cccs2)CC(c2cccs2)C1n1cnc([N+](=O)[O-])c1 (stereo unspecified)
    1.9	i	i
> CCOc1ccc(C(=O)Nc2ccccc2-c2ccccc2)cc1Cl
    -0.08	i	i
> Cc1c(C(=O)N(CCO)Cc2ccccc2)oc2c(F)cccc12
    1.7	i	i
> COc1ccc(-n2nnnc2SCC(=O)Nc2nnn(C)n2)cc1
    1.1	i	i
> CCOC(=O)c1ccc(COC(=O)CNC(=O)CNC(=O)c2ccc(OC)cc2)o1
    0.05	i	i
> O=C(NC(=S)N1CCCCC1c1cccnc1)c1ccccc1 (stereo unspecified)
    2.3	i	i
> CCOC(=O)C(=O)C1C(=O)Nc2ccccc21 (stereo unspecified)
    -0.19	i	i
> O=[N+]([O-])c1cccc(C2Nc3cccc4cccc(c34)N2)c1
    -0.34	i	i
> CN(C)CCCn1c(NCc2ccc3c(c2)OCO3)nc2ccccc21
    -0.09	i	i
> O=C(Nc1cccc2ccccc12)N1CCN(c2ccc(F)cc2)CC1
    1.3	i	i

# A section from further up, for reference:
# Below each compound: Kir21 inh	KCNQ2 inh	CHT inh
> CN(C)CCCn1c(NCc2ccc3c(c2)OCO3)nc2ccccc21
    -0.09	i	i
> O=C(Nc1cccc2ccccc12)N1CCN(c2ccc(F)cc2)CC1
    1.3	i	i

# The listing continues:
# Below each compound: Kir21 inh	KCNQ2 inh	CHT inh
> Cc1ccc2cc(/C=N/NC(=O)c3ccc(F)cc3)c(Cl)nc2c1
    0.12	i	i
> Cc1nc(NC(=O)c2cccc(Cl)c2)sc1-c1csc(Nc2cccc(Cl)c2)n1
    0.97	i	i
> CCOc1ccc(CCNC(=O)Cc2ccc(NC3=NC4CS(=O)(=O)CC4S3)cc2)cc1OCC (stereo unspecified)
    -1.1	i	i
> C/C(=N\NC(N)=S)c1cccnc1
    0.21	i	-10*
> COc1cccc(NC(=O)CCC2CCN(C(=O)C3CC=CCC3)CC2)c1 (stereo unspecified)
    -1.2	i	i
> CC(C)C[C@H]1CN=C(Nc2ccccc2)N1CCCC1CCCC1
    -4.6*	i	i
> CCCCn1c(N)c(N(CC(C)C)C(=O)c2cc(C)nc3ccccc23)c(=O)[nH]c1=O
    1.4	i	i
> C[C@@H](C(=O)Nc1ccc2c(c1)OCCO2)n1nnc2ccccc2c1=O
    -1.1	i	i
> C=CCC(C(=O)OC)(C(=O)OC)c1ccccc1[N+](=O)[O-]
    -1.3	i	i
> COCCn1cnc2c1c(=O)[nH]c(=O)n2Cc1ccccc1
    0.27	i	i
> Cc1ccc(NC(=O)CC2S/C(=N/N=C3/NC(=O)CS3)NC2=O)cc1 (stereo unspecified)
    1.5	i	i
> CC(=O)c1cccc(NC(=O)CC2S/C(=N/N=C/c3ccccc3)NC2=O)c1 (stereo unspecified)
    1.1	i	i
> CCc1c(C)nc2c(-c3ccccc3)c(C)[nH]n2c1=O
    -0.96	i	i
> Cc1ccc(NC(=O)CSc2nnc(-c3cc(C)on3)o2)cc1
    1	i	i
> CCOc1ccc(-n2nc3ccc(NC(=O)c4ccc5c(c4)OCCO5)cc3n2)cc1
    -0.12	i	i
> COc1ccc(CCNC(=O)c2cc3c(=O)n4cccc(C)c4nc3n(Cc3ccco3)c2=N)cc1OC
    1.6	i	i
> O=C(COC(=O)CCC(=O)c1cccs1)Nc1ncc(Cl)cc1Cl
    0.26	i	i
> CSc1ncc(CN2CCN(CC=C(C)C)C(CCO)C2)cn1 (stereo unspecified)
    -0.13	i	i
> COc1ccc(C(c2nnnn2C(C)(C)C)N2CCN(c3nc4ccccc4s3)CC2)cc1 (stereo unspecified)
    0.13	i	x
> N#CC1=C(N)Oc2cc(N)ccc2C1c1ccccc1Cl (stereo unspecified)
    -0.05	i	i

# Additional records.
# Below each compound: Kir21 inh	KCNQ2 inh	CHT inh
> CCCCc1nnc2c(N(C)S(=O)(=O)c3ccccc3)nc3ccccc3n12
    0.79	i	i
> Cc1ccc(-c2nn(-c3ccccc3)cc2C(N)=O)o1
    -2.2	i	i
> Cc1ccc(-n2nc3c(=O)n(C(C)C(=O)NCc4ccc(Cl)cc4)nc(C)c3c2C)cc1 (stereo unspecified)
    0.2	i	i
> COc1ccc(OC)c(NC(=O)CSc2nnnn2-c2ccccc2F)c1
    -3.9	i	i
> CCOc1ccccc1NC(=O)C(NCCN(C)C)c1ccccc1 (stereo unspecified)
    0.91	i	i
> COCCCn1nnnc1SCC(=O)N1CCN(C(=O)c2ccco2)CC1
    3	i	i
> Cc1ccc(-c2nn(C)c(=O)c3ccccc23)cc1CNC(=O)/C=C/c1ccccc1
    -0.03	i	i
> COc1cc(S(=O)(=O)NCc2ccccc2)ccc1F
    -0.18	i	i
> O=S(=O)(NC1=NCCCCC1)c1ccc(F)cc1
    -0.06	i	i
> Cc1c(N=C/C=C/c2ccccc2)cnn1C
    0.94	i	i
> C=CCSC1=NNC(c2ccc(C(C)(C)C)cc2)=NN1
    2.1	i	i
> O=C(O)C1CCC(=O)N1Cc1ccc(F)cc1 (stereo unspecified)
    -0.91	i	i
> CCc1cccc(C)c1NC(=O)CCCn1c(=O)c2cccn2c2cccnc21
    0.53	i	i
> COc1cc(C(=O)N2CCN(C(=O)c3ccco3)CC2)c([N+](=O)[O-])cc1OC
    -0.03	i	i
> COc1ccc(N2CCN(Cc3nnnn3C3CCCCC3)CC2)cc1
    -0.24	i	i
> CC(O)Cc1cn([C@@H](CCCCNC(=O)OC(C)(C)C)C(=O)N2CCN(C(=O)OC(C)(C)C)CC2)nn1 (stereo partly specified)
    -1	i	i
> CC(C)CCc1noc(CN(C)CCC2CCOCC2)n1
    0.29	i	i
> Cn1c(CCNC(=O)C(C)(C)C)nc2ccccc21
    2.5	i	i
> O=C(c1cc2cc(Cl)ccc2o1)N1CCCC1
    0.99	i	i
> Cc1cc(C)n(-c2c(F)c(F)c(CO)c(F)c2F)n1
    -0.01	i	i

# Next part.
# Below each compound: Kir21 inh	KCNQ2 inh	CHT inh
> O=C(N/N=C(\c1ccccc1)c1cccnc1)c1cc(O)ccc1O
    -0.43	i	i
> CC(C)N(Cc1nc(-c2ccccc2)no1)C(=O)CSc1ccccc1
    -0.91	i	i
> CC12CCC(C/C1=N/NC(=O)COc1ccccc1Cl)C2(C)C (stereo unspecified)
    -1.1	i	i
> CCOc1c(O)ccc(C2NC(=O)N(C)C(C)=C2C(=O)OC)c1[N+](=O)[O-] (stereo unspecified)
    1.2	i	i
> Cc1ccc(S(=O)(=O)NCC(=O)NCc2cc(=O)n(C)c(=O)n2C)cc1
    0.3	i	i
> CCOC(=O)C1=C(CC)Nc2ccccc2N/C1=N\S(=O)(=O)c1ccc2ccccc2c1
    0.1	i	i
> Cc1ccc(-c2nonc2NC(=O)c2ccco2)cc1
    -0.69	i	i
> COc1ccc(CCC(=O)NCCc2nc3ccccc3[nH]2)cc1
    -0.01	i	i
> COc1ccc(CCC(=O)N2CCCc3ccccc32)cc1
    -1.3	i	i
> Cc1cccc(NC(=O)CSc2nnc(CNC(=O)c3ccc(S(=O)(=O)N(C)C)cc3)n2-c2cccc(C)c2)c1
    -0.83	i	i
> COc1cccc(-n2nc(-c3ccnn3-c3ccc(C)cc3)c(=O)n(C)c2=O)c1
    1.2	i	i
> COc1ccc(OCCC(=O)Nc2cc(C)on2)cc1
    -1.5	i	i
> CCC(C(=O)NCc1ccco1)N(C(=O)CNS(=O)(=O)c1ccccc1)c1ccc(F)cc1 (stereo unspecified)
    -0.01	i	i
> CCOC(=O)Nc1n[nH]c(NC(=O)OCC)c1[N+](=O)[O-]
    -1.3	i	i
> COc1ccccc1N1C(=O)C2C(C(=O)c3ccccc3)=NN(c3ccccc3)C2C1=O (stereo unspecified)
    -0.35	i	i
> Cc1[nH]c2ccccc2c1C(=O)COC(=O)c1c(-c2c(F)cccc2Cl)noc1C
    0.02	i	i
> CCN1CCN(CC(=O)c2ccc(OC)cc2)CC1
    3.2	i	i
> CCOC(=O)N1CCC(NC(=O)c2cc(COc3c(C)cccc3C)on2)CC1
    0.68	i	i
> COc1ccccc1Oc1c(C)oc2c(CN3CCN(C)CC3)c(O)ccc2c1=O
    -0.69	i	i
> COc1ccc(-c2coc3c(CN4CCCCC4)c(O)c(CN4CCCCC4)c(O)c3c2=O)cc1
    -0.04	i	i

# Looked up above.
# For Kir21 inh, `Cc1ccc(S(=O)(=O)NCC(=O)NCc2cc(=O)n(C)c(=O)n2C)cc1` has 0.3
# For Kir21 inh, `COc1cccc(-n2nc(-c3ccnn3-c3ccc(C)cc3)c(=O)n(C)c2=O)c1` has 1.2
# For Kir21 inh, `CC12CCC(C/C1=N/NC(=O)COc1ccccc1Cl)C2(C)C` (stereo unspecified) has -1.1
# For Kir21 inh, `CCOC(=O)N1CCC(NC(=O)c2cc(COc3c(C)cccc3C)on2)CC1` has 0.68
# For Kir21 inh, `CCC(C(=O)NCc1ccco1)N(C(=O)CNS(=O)(=O)c1ccccc1)c1ccc(F)cc1` (stereo unspecified) has -0.01

# Additional compounds follow.
# Below each compound: Kir21 inh	KCNQ2 inh	CHT inh
> CC(C)[C@H](NC(=O)c1ccccc1)C(=O)OCC(=O)NCCC1=CCCCC1
    -1	i	i
> COc1ccc(C(=O)NCCNC(=O)c2ccc(C)nc2)cc1
    -0.33	i	i
> O=S(=O)(c1cccc(-c2cn3cccnc3n2)c1)N1CCCCCC1
    0.03	i	i
> COC(=O)c1[nH]c2c(c1C)C(=O)CC(c1cccc(OC)c1)C2 (stereo unspecified)
    0.64	i	i
> CC(C)NC(=O)CN1CCN(Cc2nc(-c3cccs3)no2)CC1
    0.91	i	i
> Cc1ccc2c(c1)c1c(n2CC(O)CN2CCC(C)CC2)CCCC1 (stereo unspecified)
    -2.2	i	i
> CCc1cc(-c2n[nH]c(C)c2-c2nc3ccccc3n2C)c(O)c(CN2CCN(C)CC2)c1O
    -1.5	i	i
> C#CCOCCOCCOCCNc1nc(N2CCN(C(=O)C([C@@H](C)CC)n3cc(C(N)COC(=O)C(F)(F)F)nn3)CC2)nc(N2CCN(C(=O)C([C@@H](C)CC)n3cc(C(N)CC(C)C)nn3)CC2)n1 (stereo partly specified)
    1.2	i	i
> CCN(CC)C(=O)COc1ccc2c3c(c(=O)oc2c1)CCCC3
    -1	i	i
> COc1ccc(N(CC(=O)NCCc2ccc(C)cc2)S(=O)(=O)c2c(C)noc2C)cc1
    -0.41	i	i
> CCc1ccc(/C=N/NC(=O)c2nnn(-c3nonc3N)c2CN2CCOCC2)cc1
    0.98	i	i
> Nc1c2c(nc3ccccc13)CCCC2
    0.11	i	i
> COc1cc(/C=C/C(=O)Nc2ccc(C)cc2)cc(OC)c1OC
    -0.94	i	i
> COc1ccccc1NCCC(=O)OCC(=O)NC1CC1
    0.84	i	i
> COc1cccc(CNS(=O)(=O)c2cc(Br)cc3c2N(C(C)=O)C(C)C3)c1 (stereo unspecified)
    0.05	i	i
> CCOc1ccc(NS(=O)(=O)c2ccc(C(=O)NCC3(N4CCCCC4)CCCCC3)cc2)cc1
    0.41	i	i
> CCN1C(=O)/C(=C\c2ccncc2)SC1=Nc1ccc(C)c(C)c1
    -0.17	i	i
> COc1ccc2c(c1OC)C(=O)N1N=C(c3ccc(Br)cc3)CC21 (stereo unspecified)
    0.96	i	i
> C=CCNC(=O)COc1ccc(S(=O)(=O)Nc2ccc(OCC)cc2)cc1
    -0.76	i	i
> COc1cc(OC)c2c(C)c(Cl)c(=O)oc2c1
    -0.5	i	i

# Next section:
# Below each compound: Kir21 inh	KCNQ2 inh	CHT inh
> Cc1ccc2c(c1)N(CCCC(=O)NCCCN1CCCCC1)C(=O)CO2
    0.11	i	i
> CCC(C)Oc1nc2ccccc2nc1NS(=O)(=O)c1ccccc1 (stereo unspecified)
    -0.15	i	i
> O=C(C1=C[C@H](c2ccccc2)C[C@H](OCc2ccc(CO)cc2)O1)N1CCN(Cc2ccc3c(c2)OCO3)CC1
    -2	i	i
> Nc1cccc(Nc2ncnc3ccccc23)c1
    -1.2	i	i
> O=C1Cc2cc(NS(=O)(=O)c3ccc(Cl)cc3)cc3c2N1CCC3
    0.02	i	i
> O=S(=O)(c1cnccc1N1CCN(/N=C/c2ccccc2)CC1)N1CCCCC1
    -0.63	i	i
> Cc1ccc(CN2CCN(/N=C/c3ccc(O)c(O)c3)CC2)cc1
    0.8	i	i
> O=C(NC(=S)NCCC1=CCCCC1)c1cccnc1
    0.88	i	i
> CCn1ccc(C(=O)NCc2ccc3c(c2)OCO3)n1
    1.3	i	i
> O=C(COC(=O)Cc1ccc(S(=O)(=O)N2CCOCC2)s1)Nc1ccc2c(c1)OCO2
    0.99	i	i
> Cc1ccc(S(=O)(=O)NCCN2CCOCC2)s1
    0.54	i	i
> Cc1onc(-c2c(F)cccc2Cl)c1C(=O)c1ccccc1
    -1.1	i	i
